From PubChem BioAssay
AMA1-RON2 inh: qHTS for Inhibitors of AMA1-RON; Towards Development of Antimalarial Drug Lead: Primary Screen | AlphaScreen AMA1-biotinylated RON2 peptide binding | Potency, µM (titrated, usually from 58.2 µM), for inactives: at the top dose activity change, negative = inhibition, most hits filed as inhibitors | actives 0.2% (n = 360,000) | AID 720542, 2013;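 further: potency means the concentration at half of the fitted maximal effect; 0% = vehicle wells and -100% = peptide control; nearly all actives have a fitted effect of over 45% in size; some results filed as inactive show a strong effect at the top dose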
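AMA1 (3D7) with his tag at 25 nM final met compounds first, then biotinylated RON2 peptide at 25 nM; detection used donor plus acceptor beads, 10 µg/mL apiece, read by AlphaScreen after 30 min at room temperature.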
AmpC inh detg: qHTS Inhibitors of AmpC Beta-Lactamase (assay with detergent) | P00811 | AmpC hydrolysis of nitrocefin, absorbance 480 nm, 0.01% Triton | Potency, µM (top dose mostly 114 µM), for inactives: at the top dose activity change, negative = inhibition, hits mostly inhibitors | actives 0.041% (n = 370,000) | AID 485294, 2010;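 further: potency means the concentration at half of the fitted maximal effect; 0% = no-compound wells and -100% = no-enzyme wells; nearly all actives have a fitted effect of over 25% in size; some results filed as inactive show a strong effect at the top dose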
Target sequence (P00811 whole entry, looked up): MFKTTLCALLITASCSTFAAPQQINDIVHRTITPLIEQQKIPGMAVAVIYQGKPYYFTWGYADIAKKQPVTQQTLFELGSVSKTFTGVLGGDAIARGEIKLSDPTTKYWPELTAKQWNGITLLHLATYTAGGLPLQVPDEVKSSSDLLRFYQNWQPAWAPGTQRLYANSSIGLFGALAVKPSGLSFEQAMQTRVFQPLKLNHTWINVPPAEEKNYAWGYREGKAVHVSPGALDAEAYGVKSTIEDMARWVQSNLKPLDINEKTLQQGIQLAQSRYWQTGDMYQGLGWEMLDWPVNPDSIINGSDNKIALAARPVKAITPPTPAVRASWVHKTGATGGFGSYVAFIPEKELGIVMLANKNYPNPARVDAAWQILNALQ
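20 mM phosphate pH 7.0 + 0.01% (detergent screen) or 0.0001% Triton X-100; 5.3 nM AmpC reagent; cpd preinc 15 min RT; nitrocefin (800 uM stock) to start; A480 q20 s × 4 min; Activity was normalised to no-enzyme and no-compound control wells.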
LmPK inhibitor: qHTS Assay for Inhibitors of Leishmania Mexicana Pyruvate Kinase (LmPK) | AID 1721, 2009 | actives 0.37% (n = 290,000) | Potency, µM (titrated, usually from 57.5 µM), without a hit: at the highest dose activity change, negative = inhibition, actives largely listed as inhibitors | purified LmPK, Kinase-Glo ATP luminescence, 1 h | Q27686; further: potency means the concentration at half of the fitted maximal effect
Target sequence (Q27686 whole entry, looked up): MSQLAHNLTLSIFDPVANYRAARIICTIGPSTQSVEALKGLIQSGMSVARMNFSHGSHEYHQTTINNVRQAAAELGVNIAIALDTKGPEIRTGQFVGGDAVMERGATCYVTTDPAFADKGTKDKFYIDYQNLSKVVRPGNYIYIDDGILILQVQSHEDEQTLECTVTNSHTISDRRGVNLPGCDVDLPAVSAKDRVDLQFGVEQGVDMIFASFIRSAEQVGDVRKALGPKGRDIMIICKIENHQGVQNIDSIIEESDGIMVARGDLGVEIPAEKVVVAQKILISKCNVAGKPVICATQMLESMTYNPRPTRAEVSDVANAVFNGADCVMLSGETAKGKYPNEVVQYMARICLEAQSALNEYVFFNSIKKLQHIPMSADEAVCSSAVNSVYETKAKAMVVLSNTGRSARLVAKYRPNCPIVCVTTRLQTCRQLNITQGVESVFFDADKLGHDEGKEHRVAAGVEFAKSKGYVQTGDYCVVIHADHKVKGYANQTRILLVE
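0.1 nM LmPK, 0.5 mM PEP, 0.1 mM ADP; 50 mM imidazole pH 7.2, 7 mM MgCl2, 50 mM KCl; 1 h RT. Kinase-Glo luminescence readout, normalized to no-enzyme (full inhibition) and uninhibited wells.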
AmpC no deterg: qHTS Inhibitors of AmpC Beta-Lactamase (assay without detergent). P00811. AID 485341, 2010. Potency, µM (series often up to 57.1 µM), for the others: at the highest dose activity change, negative = inhibition, hits mostly inhibitors. actives 0.52% (n = 330,000). AmpC nitrocefin hydrolysis, absorbance 480 nm, 0.0001% Triton;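 further: potency means the concentration at half of the fitted maximal effect; plate controls were no compound for no effect and no enzyme for full effect; nearly all actives have a fitted effect of over 20% in size; some results filed as inactive show a strong effect at the top dose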
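20 mM phosphate pH 7.0 + 0.01% (detergent screen) or 0.0001% Triton X-100; 5.3 nM AmpC reagent; cpd preinc 15 min RT; nitrocefin (800 uM stock) to start; A480 q20 s × 4 min; Activity was normalised to no-enzyme and no-compound control wells.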
Tb PYK inh: qHTS of Trypanosoma Brucei Inhibitors; actives 0.12% (n = 410,000); AID 624173, 2012; TbPYK enzyme, Kinase-Glo Plus ATP luminescence, 45 min; pyruvate kinase (Trypanosoma brucei), Q57TT1; Potency, µM (doses to about 76.8 µM), for inactives: at the top dose activity, negative = inhibition, most hits filed as inhibitors; further: potency means the concentration at half of the fitted maximal effect; nearly all actives have a fitted effect of over 50% in size
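Quantitative HTS: titrated library compounds versus trypanosomal pyruvate kinase in TEA buffer (pH 7.2) containing KCl, MgCl2, BSA and Tween-20. Reactions were initiated with ADP, 130 uM final. Kinase-Glo Plus luminescence was read after 45 min at RT.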
HCMV antiviral: qHTS Assay for inhibitors of the human cytomegalovirus (HCMV); HFF cells, HCMV-luciferase reporter, 72 h; stronger effect = lower value; activity change, negative = inhibition, % at 57.5 µM; actives 4.5% (n = 410,000); AID 1259415, 2018; in the data active means activity change below about -60%; inconclusive means no clear call, values can overlap the other calls; inactive means above about -39%
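Two compound doses tested in HFFs infected with HCMV-luciferase, MOI 1 PFU/cell, 72 h at 37C. Lysate luminescence read with OneGlo; data normalized against buffer-only and 10uM Salinomycin inhibitor controls.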
Sm TGR inh: qHTS Assay for the Inhibitors of Schistosoma Mansoni Peroxiredoxins. purified TGR, DTNB reduction, TNB absorbance 405 nm. Potency, µM (highest dose often 114 µM), inactives show at the highest dose activity change, negative = inhibition, hits mostly inhibitors. Schistosoma mansoni thioredoxin glutathione reductase (TGR), Q962Y6. AID 485364, 2010. actives 3% (n = 360,000); further: potency means the concentration at half of the fitted maximal effect; nearly all actives have a fitted effect of over 60% in size
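Kinetic colorimetric format: TGR-catalysed, NADPH-driven DTNB reduction monitored via TNB absorbance. Enzyme dispensed at 20 nM; compound exposure 15 min at room temperature before reaction start.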
The depositor's hits bear a star; ? = inconclusive; · = not tested or not shown; [ ] = another dose, or the depositor's remark. Unless noted, the call rests on the fitted dose curve; in most records, active means well fitted curve in the direction sought with a large enough effect; inconclusive means small, poorly fitted or top-dose-only effect, or another doubt; inactive means no such curve, though single readings can be large; an effect the other way counts as inactive or inconclusive. Unless noted, on the % scale 0 is the no-effect control and ±100 the full control effect.

SMILES | AMA1-RON2 inh | AmpC inh detg | LmPK inhibitor | AmpC no deterg | Tb PYK inh | HCMV antiviral | Sm TGR inh
C=CCN(C(=O)CCC(=O)Nc1cc(C)on1)C(C(=O)NC1CCCC1)c1ccc(OC)c(OC)c1 (stereo not given) | -2.6% | -1.6% | 0.3% | -9.1% | 0.6% | 29.9 | 3.6%
Cc1c(CNCCCc2ccccc2)c(C(=O)O)c(C)n1Cc1ccccc1 | -4.9% | 0.3% | -6.4% | 31.4% | 4.5% | -13.2 | -21.1%
O=C(CS(=O)(=O)c1c[nH]c2ccccc12)Nc1ccc2c(c1)OCCO2 | -1.6% | -7.9% | 1.3% | -22.0% | -6.7% | 38.3 | -34.9%
C[C@@H]1CCC[C@@]2(O[C@@H](CCO)C[C@H](O)[C@H]2O)O1 | 8.5% | · | · | · | -4.3% | 4.5 | ·
CC1=C(C#N)c2nc(N)c(C#N)c(C)c2/C1=C\c1ccc(C)cc1 | · | -8.0% | -7.2% | -5.9% | · | · | ?
Cc1ccc(CN(C(=O)c2ccc(C(C)(C)C)cc2)c2ccccn2)o1 | · | -4.6% | · | · | 0.2% | -35.6 | -5.5%
CC(C)C(=O)Nc1nnc(CSCc2ccccc2F)s1 | -0.3% | 1.5% | 1.1% | -5.8% | -11.5% | 49.6 | -2.1%
COc1ccc(C(=O)Nc2c(O)ccc3ccccc23)cc1 | -23.3% | · | · | · | -3.1% | 28.7 | ·
c1ccc2c(SCc3cn4ccccc4n3)nncc2c1 | -4.5% | -8.6% | -8.0% | -36.1% | -0.4% | -60.5* | -11.2%
Cc1cccc(-n2c(SCC(N)=O)nc3c(c2=O)C2(CCCC2)Cc2ccccc2-3)c1 | -7.4% | -14.4% | 2.9% | -20.1% | 2.7% | ? | -4.1%
Clc1cccc(OCCN2CCOCC2)c1 | -5.4% | ? | 0.4% | -1.4% | -0.3% | 59.8 | 7.9%
COc1ccc2c(c1)CCc1c(C(=O)Nc3ccccc3C(F)(F)F)noc1-2 | · | 19.8% | · | · | -0.6% | 24.8 | -32.5%
CCCC(=O)Nc1ccc(C(=O)NCCCn2ccnc2)cc1 | 5.6% | -7.4% | 0.3% | -17.2% | 1.6% | 21.0 | -1.3%
CCOc1cc(NC(=S)NCc2ccco2)c(OCC)cc1NC(=O)CC | 8.4% | -12.5% | -8.7% | -9.3% | -6.4% | -31.6 | -26.6%
CCOC(=O)c1ccc(N(CC(=O)NC2CCCC2)C(=O)CNC(=O)c2ccco2)cc1 | 14.4% | -7.0% | -2.0% | 13.4% | -2.5% | 3.3 | -14.0%

A different layout for some results above.
mol	AMA1-RON2 inh	AmpC inh detg	LmPK inhibitor	AmpC no deterg	Tb PYK inh	HCMV antiviral	Sm TGR inh
Cc1cccc(-n2c(SCC(N)=O)nc3c(c2=O)C2(CCCC2)Cc2ccccc2-3)c1	-7.4%	-14.4%	2.9%	-20.1%	2.7%	?	-4.1%
Clc1cccc(OCCN2CCOCC2)c1	-5.4%	?	0.4%	-1.4%	-0.3%	59.8	7.9%

More entries follow:
SMILES | AMA1-RON2 inh | AmpC inh detg | LmPK inhibitor | AmpC no deterg | Tb PYK inh | HCMV antiviral | Sm TGR inh
CC(C)CC1(C(=O)O)NC(c2ccccc2O)C2C(=O)N(C(C)C)C(=O)C21 (stereo not given) | 157.9%[activator] | 3.1% | 9.5% | -1.8% | 2.4% | -10.3 | 1.1%
COC(=O)c1cccc(NC(=O)CSc2nc3cccnc3n2C)c1 | 16.4% | ? | -6.4% | -15.7% | -0.2% | ? | -1.3%
COc1ccc(-c2cc3c(=O)n(CC(=O)Nc4cccc(Cl)c4)nc(C)n3n2)cc1 | 8.8% | 0.3% | 0.1% | -2.8% | 2.0% | -19.2 | 4.4%
CC1(C(=O)Nc2ccc(Cl)c(C(F)(F)F)c2)Cc2c(-c3ccccc3)ccnc2O1 (stereo not given) | -11.0% | · | · | · | -17.6% | -12.6 | ·
CC[C@@H]1C/C=C\Cc2ccccc2[C@H](C(=O)C[C@H](O)CC(C)=O)OC1=O | 1.6% | · | · | -13.9% | 5.7% | -32.3 | ·
COc1ccc(CCNC(=O)c2cnn3cccnc23)cc1OC | 7.7% | 6.0% | -1.1% | -8.3% | -1.9% | 2.3 | 0.6%
COc1ccc(CC(=O)Nc2cccc(/C(C)=N/NC(=O)C3(C)CC3(Br)Br)c2)cc1 (stereo not given) | 5.2% | 6.6% | -1.0% | -39.7% | 6.0% | 27.6 | -1.8%
CCn1nc(C(=O)NNS(=O)(=O)c2ccc(C)cc2)c2ccccc2c1=O | 5.9% | · | · | -27.0% | -1.1% | 28.8 | ·
O=C1CS/C(=C/C(=O)c2cccc(Cl)c2)N1 | 0.0% | -2.1% | -9.1% | -41.3% | -1.5% | -3.7 | 1.5%
Cc1cccnc1NC(=O)CNC(=O)C12CC3CC(CC(C3)C1)C2 | 4.2% | ? | · | -14.4% | -3.6% | -23.4 | -0.1%
CCOc1ccc(C(=O)CCC(=O)N2CCN(S(=O)(=O)c3cccc(F)c3)CC2)cc1 | -5.7% | -9.2% | · | 67.1%[activator] | 0.2% | -21.2 | -1.9%
COc1cccc(C2=NOC(C(=O)N3CCN(c4ccccc4)CC3)C2)c1OC (stereo not given) | -6.0% | ? | 6.6% | 25.1% | -9.8% | -12.8 | 5.1%
O=C(Nc1cccc([N+](=O)[O-])c1)c1cc2ccccc2cc1O | 43.9%[activator] | -0.5% | 6.3% | 12.6µM* | 6.2% | -100.5* | 6.8%
Cc1cc(Cl)ccc1N1C(=O)CC(NNC(=O)c2cccnc2)C1=O (stereo not given) | 17.1% | -12.5% | -3.9% | -27.6% | 1.9% | -31.6 | -5.1%
OCC1(Cc2ccc(Cl)cc2)CCN(CC2CC=CCC2)CC1 (stereo not given) | -3.6% | 5.3% | 3.4% | 4.1% | -0.3% | 8.9 | 5.9%
Cc1ccccc1/C(=N\S(=O)(=O)c1ccc(Br)cc1)Nc1ccccc1 | 0.8% | · | · | · | -0.8% | -27.5 | ·
O=C(N/N=C/c1cccc([N+](=O)[O-])c1)c1ccncc1 | 33.7%[activator] | -1.6% | -9.8% | -22.3% | -6.3% | -16.5 | 14.6%
CN1CCc2nc(SC(C(=O)O)c3ccccc3)c(C#N)c(-c3cccs3)c2C1 (stereo not given) | 0.6% | -9.2% | 3.0% | -21.7% | -11.3% | -9.5 | 39.8µM*
Cc1ccc(C)c(N2CCN(CCCNC(=O)Nc3cc(Cl)ccc3C)CC2)c1 | · | 6.0% | · | · | 0.5% | 24.2 | 17.5%
COc1ccc(C(=O)Nc2ccc(S(=O)(=O)Nc3cc(C)nc(C)n3)cc2)cc1OC | -4.5% | -2.9% | 2.2% | -10.0% | -3.1% | 27.5 | -6.5%
CC(C)N(CCCNC(=O)C1CCN(C(=O)c2cc3sccc3n2C)CC1)Cc1ccccc1 | 8.0% | -6.3% | -8.0% | 99.1%[activator] | 4.8% | · | -5.3%
CCc1noc(C)c1C(=O)OCC(=O)c1ccc(NC(=O)CC(C)C)cc1 | 4.6% | · | · | · | -4.5% | -13.2 | ·
Cc1sc2ncnc(N3CCN(S(=O)(=O)c4ccccc4)CC3)c2c1C | -15.3% | 3.0% | · | -6.3% | 2.4% | · | 0.3%
CC(c1ccon1)N(C)Cc1cn(Cc2ccccc2)nc1-c1ccc2c(c1)OCO2 (stereo not given) | 0.0% | -2.6% | 2.4% | 23.9% | -1.5% | -22.2 | 10.8%
COc1ccc(CCNC(=O)c2ccccc2NC(=O)C2=C(C)OCCS2)c(OC)c1 | -7.1% | -0.1% | -1.8% | -12.2% | 8.5% | -6.9 | -9.9%
CC(C)CCNC1c2ccccc2C(=O)N1Cc1ccccc1 (stereo not given) | 2.8% | -0.1% | 1.5% | -9.9% | 4.0% | 4.2 | ?
O=C(Nc1cccc(S(=O)(=O)N2CCOCC2)c1)c1ccc(N2CCCC2=O)cc1 | 19.0% | 0.3% | · | -11.5% | -3.3% | -20.2 | 3.9%
Cc1cc(C(=O)NC2CCCc3c2cnn3-c2cccc(C)c2C)c(C)o1 (stereo not given) | -1.6% | 5.1% | 1.7% | 34.2% | 3.1% | -73.8* | 35.5µM*
O=C(NCc1ccccn1)C(F)(F)C(F)(F)C(=O)NCc1ccccn1 | 72.5%[activator] | -7.5% | -4.4% | -12.8% | -9.4% | 27.8 | -3.4%
CCN(CC)C(=O)c1sc2c(c1C)c(=O)n(Cc1ccccc1)c(=O)n2Cc1ccc(Cl)cc1 | · | 13.4% | · | · | 3.3% | -17.9 | 5.8%

Two compounds from above with just Tb PYK inh, AmpC no deterg and LmPK inhibitor.
SMILES	Tb PYK inh	AmpC no deterg	LmPK inhibitor
Cc1ccc(C)c(N2CCN(CCCNC(=O)Nc3cc(Cl)ccc3C)CC2)c1	0.5%	·	·
O=C(N/N=C/c1cccc([N+](=O)[O-])c1)c1ccncc1	-6.3%	-22.3%	-9.8%

The listing continues:
SMILES | AMA1-RON2 inh | AmpC inh detg | LmPK inhibitor | AmpC no deterg | Tb PYK inh | HCMV antiviral | Sm TGR inh
COc1ccccc1N1CCN(S(=O)(=O)c2cn(C)cn2)CC1 | 11.8% | ? | 2.6% | 6.1% | 0.7% | -34.6 | -12.9%
COc1ccc(NS(=O)CCCc2ccccc2)cc1 (stereo not given) | -14.6% | · | · | · | -6.5% | 36.2 | ·
O=C1C(Cc2cccc([N+](=O)[O-])c2)SC(=Nc2ccccc2)N1c1ccccc1 (stereo not given) | ? | -14.7% | -3.6% | -32.1% | 12.2% | -13.7 | -0.2%
CCCN1CCN(C(=S)NCc2ccc(Cl)cc2)CC1 | -10.1% | -5.2% | 1.6% | 10.4% | -1.7% | -16.6 | 0.2%
c1ccc(OCc2cc(-c3ccccc3)no2)cc1 | 22.4% | ? | 1.6% | -12.9% | -5.3% | 19.0 | 0.1%
Cc1ccc(C2C(C#N)=C(N)Oc3n[nH]c(-c4cccnc4)c32)o1 (stereo not given) | -1.9% | -6.6% | 8.6% | -23.8% | 0.0% | 5.6 | -35.0%
CCc1ccc(N2CC(C(=O)Nc3ccc(S(=O)(=O)Nc4ncccn4)cc3)CC2=O)cc1 (stereo not given) | 7.7% | -2.1% | -12.0% | -36.7% | -8.3% | 42.5 | -1.2%
